Source: PubChem BioAssay
AID2073: disruptors of CaV2.2 binding to Mint1 – biochemical, HTRF (AID 2073) | 290,000 compounds, 0.19% hits | inhibition, % at 20 µM; hits with a dose series show IC50 in µM | HTRF protein-protein interaction, Mint1-CaV2.2; higher % means a stronger effect; in the data active means inhibition mostly above about 51%, no sharp cut-off; further: some results filed as inactive read as strong as hits
XIAP displacement: small molecules displacing peptide from XIAP – biochemical, IAP family, fluorescence polarization (AID 1018). XIAP BIR domain, fluorescence polarization peptide displacement; higher % means a stronger effect. displacement, % at 20 µM, or IC50 in µM where a hit was titrated. 200,000 compounds, 0.007% hits; in the data active means displacement above about 50%; further: a part of the inactive calls stands beside numbers as strong as those of hits
Myeloid diff 2: compounds promoting myeloid differentiation. 360,000 compounds, 1% hits. calls only at 10 µM. ER-HoxA9 myeloid progenitors, lysozyme-GFP differentiation, flow cytometry. AID 624256;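 active means normalized GFP-positive differentiation at or above the plate's own cutoff, the solvent-only control mean plus 3 SD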;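 further: cells exposed to compound for four days before flow analysis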
Siah-1 displacement: Siah-1 peptide-binding antagonists, primary screen, biochemical, fluorescence polarization, rhodamine-plectin, uHTS (AID 1817) | Siah-1 / rhodamine-plectin peptide fluorescence polarization; higher % means a stronger effect | displacement, % at 20 µM, or IC50 in µM where a hit was titrated | 290,000 compounds, 0.02% hits;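 active means displacement of at least 50% at 20 µM, with a fluorescence ratio check between 0.3 and a set limit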;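 further: plate controls were Siah plus tracer with DMSO for no effect and tracer alone without Siah for full effect; strong numbers were not always called active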
Dengue-2 NS5 capping: flavivirus cap methylation enzyme inhibition – biochemical, confirmation dose response, primary screen (AID 588689). Dengue-2 NS5 methyltransferase capping enzyme assay, biochemical; higher % means a stronger effect. one-dose inhibition, % at 25 µM; IC50 in µM for titrated hits. 340,000 compounds, 0.3% hits; in the data active means a potency from the dose series
NOD2 inhibition: inhibition of NOD2-driven NF-kB reporter – cell-based, luminescence, uHTS, HEK293 (AID 1566); one-dose inhibition, % at 4 µM; EC50 in µM for titrated hits; HEK293 NOD2/NF-kB luciferase reporter, luminescence; higher % means a stronger effect; 290,000 compounds, 0.63% hits; further: many of its hits are not listed in these tables
LYP inhibition: PTPN22 lymphoid phosphatase activity blockers – biochemical, fluorescence intensity, uHTS (AID 1779); recombinant LYP phosphatase, fluorescence intensity; higher % means a stronger effect; inhibition, % at 11.5 µM; hits with a dose series show IC50 in µM; 290,000 compounds, 0.054% hits;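 further: plate controls were vehicle with enzyme for no effect and no enzyme for full effect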
Hep lipid drop: hepatic lipid droplet formation modulation; AML12 mouse hepatocytes, oleate lipid droplets, BODIPY imaging; inhibition, % at 6.5 µM; 240,000 compounds, 0.4% hits; AID 1656;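 active means lipid droplet intensity inhibited by at least 50%, with more than 500 cells counted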
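Assay system: AML12 mouse liver cells | Compound: 6.5 µM single-point dosing | Schedule: Overnight exposure | Technique: Fluorescence imaging, 20x objective, two fields per well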
HIV peptide binding: cell-free HIV fusion peptide-binding blockers – biochemical, uHTS, fluorescence dequenching, primary screen (AID 1986); cell-free peptide binding, fluorescence dequenching, 30 min; higher % means a stronger effect; inhibition, % at 20 µM, or IC50 in µM where a hit was titrated; 290,000 compounds, 0.3% hits; in the data active means inhibition mostly above about 52%, no sharp cut-off; inactive means mostly below about 76%; further: some results filed as inactive read as strong as hits
Hep lipid drop cells 6.5 µM: second read-out of Hep lipid drop, no call of its own (marks repeat the call); cell count; measured here: cell count, cytotoxicity flag;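 cells counted across two imaged fields per well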
Dengue-2 NS5 capping pilot replicate: second read-out of Dengue-2 NS5 capping, no call of its own (marks repeat the call); inhibition, %; measured here: pilot screen replicate inhibition
Myeloid diff 2 GFP+ MAC1+ %: also measured in Myeloid diff 2; calls as there; GFP+ MAC1+ double positive, %; measured here: differentiation confirmed by MAC1 staining
Active calls of the source: *; i = inactive; · = no result given. Unless noted, no stated cut-off is given here; in the data, active means inhibition above about 50%; inactive means the rest.

SMILES | AID2073 | XIAP displacement | Myeloid diff 2 | Myeloid diff 2 GFP+ MAC1+ % | Siah-1 displacement | Dengue-2 NS5 capping | NOD2 inhibition | LYP inhibition | Hep lipid drop | Hep lipid drop cells 6.5 µM | HIV peptide binding | others
CC(Oc1ccc(Cl)cc1Cl)C(=O)Nc1ccc2oc(-c3ccncc3)nc2c1 (configuration not stated) | 16% | -1.6% | i | 0.4 | 4% | 1% | 18% | -7% | 1 | 742 | 0.4%
Cc1c(C(=O)NCCCN2CCCCC2)oc2ccc3c(c12)C(O)CC1(CCCCC1)O3 (configuration not stated) | 7% | · | i | 6.9 | 1% | -3% | 19% | -15% | -20 | 647 | -2.6%
Cc1cc(C)nc(N/N=C/C2=C(N3CCOCC3)C(=C/c3ccccc3)/CC2)n1 | 9% | -0.8% | i | 0.7 | 4% | 10% | -21% | -3% | -4 | 695 | 30%
C/C(CC(=O)Nc1ccc(C)c(Cl)c1)=N\NC(=O)c1ccco1 | 17% | -6.5% | i | 0.2 | 5% | -5% | -2% | 1% | 3 | 707 | -1.7%
O=C1CC(Nc2ccccc2)C(=O)N1c1ccc(N2CCOCC2)cc1 (configuration not stated) | 0% | -3.4% | i | 0.8 | -2% | -6% | -7% | 2% | 3 | 742 | -1.1%
Cc1cc2c(cc1S(=O)(=O)CCC(=O)NCc1ccccc1)OCC(=O)N2 | -4% | · | i | 3.8 | -6% | 2% | 18% | -12% | -1 | 738 | 0.0%
COc1cccc(-c2c(C(=O)N/N=C/c3sccc3C)nnn2-c2nonc2N)c1 | 0% | · | i | 4.4 | 1% | -1% | 24% | 0% | -7 | 747 | -1.5%
O=C(Cc1ccc(F)cc1)Nc1c2c(nn1-c1cccc(Cl)c1)CS(=O)C2 (configuration not stated) | 6% | -3.2% | i | 1.1 | 2% | 1% | 7% | -5% | · | · | -0.2%
CCOC(=O)N1CCN(C(=O)/C=C/c2ccc([N+](=O)[O-])cc2)CC1 | -7% | -6.2% | i | 0.1 | 0% | -5% | 5% | 5% | 6 | 690 | -0.3%
CCCC(C)C(=O)Nc1ccc(S(=O)(=O)Nc2nccs2)cc1 (configuration not stated) | -7% | -1.3% | i | 0.0 | -2% | 0% | 2% | 1% | -3 | 717 | 1.7%
COc1ccc(OC)c(-n2nnnc2SCC(=O)Nc2cc(C)ccc2OC)c1 | 10% | -5.7% | i | 1.1 | -1% | 7% | 1% | 5% | 23 | 738 | 1.0%
Cc1ccc(CNC(=O)Cn2ccc3cc(S(=O)(=O)N4CCCCCC4)ccc32)cc1 | -8% | · | i | 1.4 | 12% | 20% | 0% | -6% | 6 | 674 | 1.1%
COC(=O)C1C(=O)c2c([nH]c(C(=O)OCCSC)c2C)CC1C (configuration not stated) | -11% | -2.8% | i | 3.1 | 3% | 0% | -64% | 0% | · | · | -2.2%
CCc1cccc(C)c1NC(=S)N(CCOC)C(C)c1ccco1 (configuration not stated) | -17% | · | i | 0.7 | 10% | -9% | -3% | -5% | -22 | 689 | -0.1%
CC(C)(CNS(=O)(=O)c1ccc(Cl)cc1)N1CCCCC1 | 0% | -5.9% | i | 7.7 | -5% | 3% | 2% | -6% | · | · | -1.3%
c1ccc(Cn2nnc3ccccc32)cc1 | 12% | · | i | 0.3 | 1% | -2% | 3% | -5% | -1 | 878 | -0.7%
Cc1cc(NC(=O)c2cccs2)no1 | 8% | · | i | 0.4 | 2% | -10% | -21% | 0% | -1 | 552 | -2.6%
O=C(c1cccc(S(=O)(=O)N2CCN(c3ccccc3)CC2)c1)N1CC=C(c2ccccc2)CC1 | 8% | · | i | 1.2 | -2% | 5% | 12% | 0% | -6 | 800 | 0.2%
CCNC(=O)/C(C#N)=C/c1c(N2CCN(c3ccccc3)CC2)nc2ccccn2c1=O | 10% | · | i | 1.0 | 6% | -5% | -22% | -5% | 10 | 840 | 4.8%
O=C(O)c1ccc(-n2nnnc2Oc2ccccc2C(=O)N2CCOCC2)cc1 | -1% | -3.0% | i | 2.4 | -1% | -3% | 0% | -4% | 12 | 800 | 0.4%
O=C(Nc1cccc2c1CCCC2)c1ccc(Br)o1 | 4% | -6.6% | i | 1.2 | -2% | -5% | 8% | -5% | 2 | 777 | -1.4%
O=C(NCCCN1CCOCC1)C1CCC(=O)N1CCc1ccccc1 (configuration not stated) | 1% | 2.1% | i | 3.0 | -1% | -1% | 1% | -8% | · | · | 0.3%
CC1CCN(C(=O)CSc2nnc(-c3cccs3)o2)CC1 | 5% | · | i | 0.2 | -2% | -1% | 0% | -12% | 16 | 785 | -0.6%
Cc1ccc(C(C(=O)NC2CCCC2)N(Cc2ccccc2)C(=O)c2csnn2)o1 (configuration not stated) | -2% | · | i | 0.4 | 7% | -5% | 9% | -3% | -2 | 798 | 0.1%
CC1CCc2c(sc(NC(=O)Cn3cnc([N+](=O)[O-])n3)c2C(N)=O)C1 (configuration not stated) | -3% | -5.4% | i | 0.1 | 2% | 3% | 20% | -4% | -2 | 669 | -1.6%
NNC(=O)/C(=N/Nc1ccccc1)S(=O)(=O)c1ccc(Cl)cc1 | 16% | -0.5% | i | 1.1 | 9% | -6% | 5% | 6% | 16 | 757 | 14%
C=CCNC(=S)NN=C1CCC(c2ccccc2)CC1 (configuration not stated) | -22% | · | · | · | -1% | 2% | -6% | -3% | 0 | 853 | -0.2%
CCS(=O)(=O)CCSc1nc(C)cc(C)n1 | 2% | -2.4% | i | 0.8 | -2% | 6% | 0% | -2% | · | · | -0.7%
Cn1nccc1C(=O)Nc1sc2c(c1C#N)CCCC2 | -15% | · | i | 0.6 | 1% | -7% | 4% | 2% | -1 | 670 | 2.2%
Cc1ccc2c(c1)-c1c(ssc1=S)C(C)(C)N2C(=O)c1ccco1 | -23% | 0.5% | i | 4.7 | 6% | 5% | 0% | -1% | 47 | 757 | 1.9%
CCOC(=O)c1ccc(NC(=O)CCNC(=O)c2ccc([N+](=O)[O-])cc2)cc1 | -5% | -4.5% | i | 0.6 | -1% | -6% | -14% | -6% | 6 | 627 | -3.0%
COc1ccc(NC(=O)c2cnn(-c3ccccc3)c2C)cc1OC | 7% | · | i | 1.1 | 6% | -2% | -38% | -6% | 3 | 789 | -1.2%
Cc1cc(C(=O)COc2ccccc2Cl)c(C)n1-c1ccc2c(c1)OCO2 | -19% | -7.5% | i | 0.3 | 1% | -3% | -93% | 6% | 0 | 610 | 0.8%
O=C1OCCC1Sc1nc2cc(Cl)ccc2n1Cc1ccccc1 (configuration not stated) | -8% | -1.7% | i | 1.0 | -1% | -8% | -1% | 1% | · | · | -0.3%
COc1cc2ccccc2c2c1CCCC2=O | 5% | -8.4% | i | 0.9 | -3% | 1% | -6% | -8% | -2 | 904 | 0.2%
CCn1c(C)c(CCC(=O)O)c(=O)n2nc(-c3ccccc3OC)cc12 | 22% | -8.1% | i | 2.5 | 4% | -9% | 10% | -5% | 6 | 756 | -1.8%
COC(=O)C1=C(C)Nc2c(c(=O)n(C)c(=O)n2C)C1c1ccc(C)cc1 (configuration not stated) | 9% | -5.9% | i | 0.2 | 2% | -4% | -7% | 4% | -17 | 690 | 0.7%
CC(=O)Nc1ccccc1C(=O)C(=O)Nc1ccc(C)c(C)c1 | -1% | -9.7% | i | 0.5 | -4% | -3% | -19% | -6% | 4 | 644 | 0.1%
CCOC(=O)c1cnc(Nc2nc3ccccc3o2)nc1CSC(=S)N1CCCCC1 | 11% | -3.5% | i | 1.3 | 0% | -7% | 16% | 7% | -35 | 672 | 4.9%
COCCn1c(SCCCC(=O)c2ccc(Br)cc2)nnc1-c1ccncc1 | -1% | -7.0% | i | 0.3 | 3% | 2% | 47% | -6% | -10 | 647 | -2.2%
CCCCc1cc(=O)oc2cc(C)cc(O)c12 | 29% | -5.2% | i | 2.8 | 4% | 0% | 24% | -7% | · | · | -1.1%
COC(=O)c1cnn(-c2ccccc2)c1/C=N/NC(=S)Nc1ccccc1 | 1% | · | i | 0.0 | 0% | · | 25% | 2% | 1 | 746 | -2.7%
CCOc1cc(CN2CCN(c3cccc(C(F)(F)F)c3)CC2)ccc1O | 24% | -6.9% | i | 1.5 | 12% | 1% | -1% | -3% | · | · | -2.6% | Dengue-2 NS5 capping pilot replicate=2.1
O=C(c1nsc(Cl)c1Cl)N1CCCCC1 | 0% | -2.5% | i | 1.0 | -3% | 2% | 12% | -9% | · | · | -1.5%
Cc1csc2nc(CNC(=O)C3CCCCC3)cn12 | 7% | -7.8% | i | 1.4 | 10% | -1% | -8% | -2% | -24 | 673 | -0.2%
CCn1cc(CN2CCCC(C(=O)Nc3cccc(-c4cc5ccccc5[nH]4)c3)C2)cn1 (configuration not stated) | 5% | · | i | 1.3 | 4% | -4% | 19% | -9% | -5 | 684 | -2.3%
O=C(Nc1ccc2c(c1)OCO2)N1CCN(S(=O)(=O)c2ccc(Cl)cc2)CC1 | -18% | -1.9% | i | 5.7 | -5% | 2% | -20% | 3% | 10 | 719 | -1.3%
CC1CCCCN1CCCNC(=O)c1nn(C)c2c1CS(=O)(=O)c1ccccc1-2 (configuration not stated) | 10% | · | i | 1.9 | -3% | -7% | -2% | -14% | -8 | 717 | 2.5%
Cn1c(SCC(=O)c2ccccc2)nnc1-c1cccs1 | -30% | · | i | 0.6 | 3% | -5% | -60% | -2% | 7 | 648 | -2.3%
CCC(Nc1ccc(OC)cc1)C(=O)N/N=C/c1ccc([N+](=O)[O-])cc1 (configuration not stated) | 3% | -13% | i | 1.2 | 5% | -2% | 13% | 5% | 12 | 761 | 0.0%
CCN(CC)S(=O)(=O)c1cccc(C(=O)c2c(C)cc3ccccn23)c1 | -9% | · | i | 0.1 | 1% | -3% | · | 2% | -20 | 583 | 0.9%

The list is partial; the hit share may differ from the screen's.
